Assay outcomes (PubChem BioAssay)
LYPLA1 counter: LYPLA1 (human) inhibition in PME1 counter-screen; recombinant LYPLA1, FP-Rh probe fluorescence polarization; inhibition, % at 5.9 µM; O75608; actives 0.16% (n = 320,000); AID 2174;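 active means inhibition above the mean of all tested compounds plus 3 SD, set per campaign, cut at about 14% in these data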;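 further: inhibitors block serine hydrolase probe labeling of LYPLA1 so polarization falls; 0% = enzyme with DMSO and 100% = wells lacking LYPLA1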
PAFAH1B3 FP inh: blocks human PAF acetylhydrolase 1B catalytic subunit 3. recombinant PAFAH1B3, FP-rhodamine probe, fluorescence polarization. AID 492972. actives 0.28% (n = 340,000). Q15102. inhibition, % at 3.39 µM;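 active means inhibition above the screen-wide average of all tested compounds plus 3 SD, cut at about 25% in these data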;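 further: 0% = enzyme with DMSO only and 100% = wells lacking PAFAH1B3 protein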
PAFAH1B2 inh: inhibitors of human PAFAH1B2. inhibition, % at 3.39 µM. P68402. recombinant PAFAH1B2, FP-rhodamine activity probe, fluorescence polarization. AID 492953. actives 1.2% (n = 340,000);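 active means inhibition above the mean of all tested compounds plus 3 SD, cut at about 24% in these data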;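 further: 0% = enzyme with DMSO and 100% = wells lacking PAFAH1B2; many of its hits are not listed in these tables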
Target sequence (P68402 whole entry, looked up): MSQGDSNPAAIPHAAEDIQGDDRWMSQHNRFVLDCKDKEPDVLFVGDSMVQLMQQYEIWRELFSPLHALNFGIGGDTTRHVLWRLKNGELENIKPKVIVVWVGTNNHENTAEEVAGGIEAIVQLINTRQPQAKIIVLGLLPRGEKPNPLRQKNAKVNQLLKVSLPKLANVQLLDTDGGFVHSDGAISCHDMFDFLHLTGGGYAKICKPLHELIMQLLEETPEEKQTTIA
Fam108B counter: counter-screen for RBBP9 inhibitors: inhibitors of mouse Fam108B; actives 0.33% (n = 300,000); recombinant Fam108B, FP-Rh probe fluorescence polarization; inhibition, % at 9.51 µM; AID 1947;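 active means inhibition above the screen mean inhibition plus 3 SD, computed separately per campaign, cut at about 18% in these data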;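 further: inhibitors lower polarization as less probe binds the enzyme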
GSTO1 inh: blocks human GSTO1 in RBBP9 counter-screen; P78417; recombinant GSTO1, activity-based probe fluorescence polarization; inhibition, % at 5.96 µM; actives 1.1% (n = 300,000); AID 1974;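 active means inhibition above the campaign mean inhibition plus 3 SD, cut at about 35% in these data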;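 further: 0% = GSTO1-1 with DMSO and 100% = wells lacking GSTO1-1 enzyme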
Target sequence (P78417 whole entry, looked up): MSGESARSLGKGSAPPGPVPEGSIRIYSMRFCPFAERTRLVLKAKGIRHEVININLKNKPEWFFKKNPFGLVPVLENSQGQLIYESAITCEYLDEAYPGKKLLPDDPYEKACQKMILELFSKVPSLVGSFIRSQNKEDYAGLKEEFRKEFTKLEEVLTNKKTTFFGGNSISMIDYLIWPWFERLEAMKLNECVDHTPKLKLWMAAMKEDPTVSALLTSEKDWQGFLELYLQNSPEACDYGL
pPAFAH inh: inhibitors of human plasma PAF acetylhydrolase (pPAFAH). recombinant pPAFAH, FP-rhodamine probe fluorescence polarization. Q13093. inhibition, % at 3.39 µM. actives 1.5% (n = 330,000). AID 463082;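 active means inhibition above the mean inhibition across the screen plus 3 SD, cut at about 25% in these data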;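 further: inhibitors block binding of the rhodamine activity-based probe so polarization drops; 0% = enzyme with DMSO and 100% = wells lacking pPAFAH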
Target sequence (Q13093 whole entry, looked up): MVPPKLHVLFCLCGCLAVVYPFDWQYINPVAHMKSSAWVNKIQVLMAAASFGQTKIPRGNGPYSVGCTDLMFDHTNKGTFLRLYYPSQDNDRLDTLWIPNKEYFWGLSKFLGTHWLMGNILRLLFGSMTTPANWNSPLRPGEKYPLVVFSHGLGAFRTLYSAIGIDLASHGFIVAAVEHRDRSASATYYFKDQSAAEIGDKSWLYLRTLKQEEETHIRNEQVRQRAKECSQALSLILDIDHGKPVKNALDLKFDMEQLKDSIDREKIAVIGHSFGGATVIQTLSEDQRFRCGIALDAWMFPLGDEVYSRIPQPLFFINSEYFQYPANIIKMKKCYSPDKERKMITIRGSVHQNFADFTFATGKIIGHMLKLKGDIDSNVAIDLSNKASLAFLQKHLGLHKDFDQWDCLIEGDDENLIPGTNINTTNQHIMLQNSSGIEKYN
PAFAH2 inh: inhibitors of human PAFAH2. Q99487. recombinant PAFAH2, FP-rhodamine activity probe, fluorescence polarization. inhibition, % at 3.39 µM. actives 0.99% (n = 340,000);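 active means inhibition above the mean over all tested compounds plus 3 SD, cut at about 30% in these data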;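 further: inhibitors block probe labeling of enzyme so polarization drops; 0% = enzyme with DMSO and 100% = wells lacking PAFAH2 protein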
PAD4 FP inh: blocks human protein arginine deiminase 4; Q9UM07; recombinant PAD4, RCA probe fluorescence polarization; inhibition, % at 6.36 µM; actives 0.41% (n = 330,000); AID 485272;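 active means percent inhibition above a cutoff equal to the mean of all tested compounds plus 3 SD, cut at about 15% in these data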;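 further: 0% = PAD4 with RCA probe and DMSO and 100% = probe without PAD4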
PME-1 inh: PME-1 (human) inhibition; AID 2130; recombinant PME-1, FP-Rh probe fluorescence polarization; actives 0.53% (n = 320,000); Q9Y570; inhibition, % at 5.9 µM;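 active means inhibition above the campaign mean of all compounds plus 3 SD, cut at about 26% in these data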;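 further: competitive labeling of PME-1 active site by serine hydrolase directed probe; 0% = PME-1 with DMSO and 100% = wells lacking PME-1 enzyme; inhibitors block probe labeling so polarization falls and inhibition rises; many of its hits are not listed in these tables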
* = called active by the depositor; . = no result given. Only part of the results is shown; rates above refer to the full screens.

SMILES	LYPLA1 counter	PAFAH1B3 FP inh	PAFAH1B2 inh	Fam108B counter	GSTO1 inh	pPAFAH inh	PAFAH2 inh	PAD4 FP inh	PME-1 inh
Cc1cnc(C(=O)Nc2ccc(F)cc2)cn1	0	-3	7	3	1	0	0	0	-2
COc1cccc(OC)c1C(=O)Nc1ccc(C(=O)c2ccncc2)cc1	0	4	6	-2	0	8	0	2	2
Cc1cc(C)cc(-n2ccnc2SCC(=O)c2c(N)n(C3CC3)c(=O)[nH]c2=O)c1	-2	8	5	.	.	2	4	4	2
Cc1ccc(S(=O)(=O)N2CCCCC2)cc1NC(=O)CNCc1ccco1	-2	7	11	4	13	-2	-2	-4	-10
CC1(C)CC(=O)C(C=NCCC2=CCCCC2)=C(O)C1	2	12	17	1	-1	-1	13	3	-3
CCOC(=O)c1c(NC(=O)c2cc(-c3ccc(Cl)s3)nc3ccccc23)sc(C(N)=O)c1C	-8	-2	-1	-1	-5	4	2	1	5
O=C(OCc1cccc2ccccc12)C1CC(=O)N(c2ccccc2)C1 (centres undefined)	1	5	9	4	4	8	-1	-5	-8
O=C(O)c1cccc2c(-c3ccccc3)c(-c3ccccc3)[nH]c12	6	-2	48*	6	19	52*	-4	0	8
COc1cccc(CNC(=O)CCC2CCCN(C(=O)CCn3cncn3)C2)c1 (centres undefined)	-2	-2	2	7	-3	1	-3	0	7
O=C(NC1CCCCC1)C1CCN(S(=O)(=O)c2cccc3nonc23)CC1	-2	3	-1	1	6	1	-3	-1	-3
CCOc1ccc(C(C(=O)NC2CCCC2)N(C(=O)CNC(=O)c2ccco2)c2cccnc2)cc1 (centres undefined)	-1	7	-4	-3	-3	-1	-11	2	-3
Cc1ccc(S(=O)(=O)NCC(C)NS(C)(=O)=O)cc1 (centres undefined)	3	7	3	1	0	4	-2	-3	3
Cc1ccc(-c2noc(CN(C(=O)c3cccs3)C(C)C)n2)cc1	-1	3	2	0	-7	6	7	-3	4
O=C(Cc1ccc(Br)cc1)NC1CCCc2ccccc21 (centres undefined)	5	-1	15	1	6	9	-7	-6	9
O=C(CN(Cc1ccco1)C(=O)Cn1nnc(-c2cccs2)n1)NCc1ccccc1	-3	-5	-1	-2	0	3	6	-2	0
COC(=O)CSc1nnc(Cc2ccccc2)n1-c1ccc(C)cc1	1	6	9	2	9	17	3	0	7
COc1ccc(-c2cc(C(=O)Nc3ccc(S(=O)(=O)Nc4ncccn4)cc3)c3ccccc3n2)cc1	1	4	-1	-2	-1	2	-5	-5	-5
CN(c1ccccc1)S(=O)(=O)c1ccc(C(=O)Nc2ccncc2)cc1	-1	-4	-4	1	4	1	-1	-4	-4
COc1cccc(/C=N/NC(=O)c2ccc3nc[nH]c3c2)c1O	0	3	6	-4	3	8	1	-1	1
COc1cccc(N2C(=O)C3C(C2=O)C3(c2ccccc2)c2ccccc2)c1 (centres undefined)	-1	6	8	1	6	2	7	1	3
CC(=O)Oc1ccccc1-c1nc(C)nc(N(C)C(C)=O)n1	-3	7	3	-3	-3	2	-1	-2	1
Cc1cc(C)nc(/N=C(\N)Nc2ccc(-c3ccccc3)cc2)n1	-1	3	-1	-5	6	-1	0	1	-5
O=C(NCc1ccc(F)cc1)c1ccc2c(c1)S(=O)(=O)c1ccccc1C2=O	-2	3	2	12	3	5	-2	-2	10
CCCN(Cc1ccccc1)C(=S)Nc1ccc(F)cc1	0	3	-5	8	7	-3	8	1	-2
CC(C)Oc1nnnn1-c1ccccc1	6	4	5	-2	5	5	-5	-3	-4
CCOC(=O)C1CCN(S(=O)(=O)c2cccc(-c3csc(C)n3)c2)CC1	3	5	0	-3	1	1	4	3	-4
COc1cc2c(cc1OC)[C@@H](NC(=O)COc1ccccc1)[C@H](OCc1ccccc1)C2	.	8	3	.	.	2	-1	-5	.
O=C(Nc1ccc2nc(-c3cccnc3)[nH]c2c1)C1CCCCC1	-2	10	-1	2	-1	5	-3	0	-2
O=C(N[C@H]1C/C=C\C[C@@H](CC(=O)N(CCO)Cc2ccccc2)C(=O)N[C@H](Cc2c[nH]c3ccccc23)COC1=O)OCC1c2ccccc2-c2ccccc21	.	-2	3	.	.	13	8	6	.
Cc1ccc(S(=O)(=O)N(C)C)cc1NC(=O)c1cc(=O)c2ccccc2o1	-3	10	1	21*	6	1	11	-4	2
CCOC(=O)C1=C(CBr)NC(=O)NC1C (centres undefined)	-1	3	4	10	-3	1	-1	1	4
COc1ccc(CN2C[C@]3(CO)O[C@@H](CO)C[C@@H]3S2(=O)=O)cc1	.	6	1	.	.	7	-1	1	.
COc1ccc(C)cc1NC(=O)NCc1ccco1	1	9	8	1	2	7	2	-5	1
Cc1oc2c(CN3CCOCC3)c(O)ccc2c(=O)c1-c1ccc(Cl)cc1	-2	1	-1	-1	2	1	3	2	-4
CCCS(=O)(=O)Nc1cc(C(F)(F)F)ccc1OCCOC	-2	12	3	6	-2	0	-2	1	-1
O=C(Nc1cccc([N+](=O)[O-])c1)N1CCCCCC1	2	1	-1	2	-8	3	-1	-3	9
CC(C)C(=O)Nc1nc2cc3c(cc2s1)OCCO3	-1	3	3	3	0	0	-7	2	13
O=c1c2ccccc2oc2cc(NCCCN3CCOCC3)ccc12	-2	5	5	3	-29	1	1	7	0
Cc1c(N2C(=O)CSC2c2ccc(F)cc2)c(=O)n(-c2ccccc2)n1C (centres undefined)	4	7	8	2	6	5	-4	2	5
COc1ccccc1/C=C/C=C1\Oc2c(ccc(O)c2CN2CCN(CCO)CC2)C1=O	-2	1	1	1	3	6	17	0	1
COc1ccc(OC)c(/C=N/NC(=O)Cc2nc3ccccc3[nH]2)c1	-5	-5	0	-1	-1	-28	-5	4	-3
COc1ccc([N+](=O)[O-])c(S(=O)(=O)c2ccccc2)n1	1	.	.	2	-2	2	.	0	6
O=C(CCS(=O)(=O)c1ccccc1)Nc1ncc([N+](=O)[O-])s1	3	-2	1	2	12	7	12	-5	-2
CCOc1ccc(N(CC(=O)NC2CCCCC2)S(=O)(=O)c2ccccc2)cc1	3	3	4	-4	4	5	12	4	-2
CCO[C@@H]1OC(C(=O)NC2CC2)=C[C@H](c2ccc3c(c2)OCO3)[C@H]1CCCO	-4	4	2	5	3	-2	-1	2	-1
O=C(NCCCN1CCCC1=O)c1ccc(CNS(=O)(=O)c2ccc(F)cc2)cc1	2	8	-12	4	0	4	-4	-3	-3
Cc1ncsc1CCSc1nc2ccccc2c(=O)n1C	-4	4	5	2	16	0	2	-4	-10
COc1cc2c(-c3ccccc3O)nc3c(c(C)nn3-c3ccccc3)c2cc1OC	-5	2	-1	5	4	-1	-3	3	2
CCN(C(=O)c1cc(S(=O)(=O)N2CCOCC2)cn1C)c1cccc(C)c1	3	-3	6	13	7	6	7	0	-4
CCC(C)N(C(=O)COC(=O)C1CCN(S(=O)(=O)c2ccc(C)c(C)c2)CC1)C1CCS(=O)(=O)C1 (centres undefined)	-5	-1	-1	1	-4	-1	4	3	22
CCC/C=C(\CCC)C(NS(=O)(=O)c1cccc2cccnc12)c1ccc(C(=O)OC)cc1 (centres undefined)	-1	.	.	-2	3	3	.	-3	4
O=C(O)c1cccc(N/N=C/c2cc(Br)cc(Br)c2O)c1	24*	13	19	18	5	45*	37*	-2	58*
CC(C)C1C(c2ccccc2)N(C)C(c2ccccc2)CC1(O)c1ccccc1 (centres undefined)	-6	-6	7	-5	0	0	-3	1	-10
CCOC(=O)CSc1nc2sccc2c(=O)[nH]1	5	4	5	2	0	0	20	2	6
CN(C)C(=O)CSc1nnc(CCCCCNC(=O)OC(C)(C)C)o1	2	9	-3	-2	4	-2	-2	-5	1
CCOc1ccc(C2OC(=O)Cc3cc(OC)c(OC)cc32)cc1 (centres undefined)	-2	7	2	1	9	2	-2	-1	0
CSc1ncccc1C(=O)OCC(=O)Nc1ccc2c(c1)OCO2	-4	2	1	0	10	5	29	1	-7
CC(=O)c1ccc(N2CCN(C(=O)Nc3ccc(Cl)cc3)CC2)cc1	14	6	1	4	-4	6	-1	-8	-5
CN1CCCN(C(=O)CNC(=O)Cc2ccccc2)CC1	5	4	4	6	-4	-2	2	-3	2
C/C(=C\C(=S)Nc1ccccc1)Nc1ccccc1	2	0	4	0	-20	3	2	1	-2
Further entries:
SMILES	LYPLA1 counter	PAFAH1B3 FP inh	PAFAH1B2 inh	Fam108B counter	GSTO1 inh	pPAFAH inh	PAFAH2 inh	PAD4 FP inh	PME-1 inh
CNC(=O)N(O)C1N(/N=C/c2ccccc2F)C(=S)SC1(C)C (centres undefined)	3	3	4	-2	7	4	7	-1	-3
Cc1noc(C)c1S(=O)(=O)NCC(=O)O	-1	11	5	0	4	-2	9	-3	-3
COc1ccc(Cl)cc1NC(=S)NCCc1ccc(S(N)(=O)=O)cc1	-1	-1	4	2	2	5	5	3	0
NC(=O)CC[C@H](NC(=O)c1ccc(Cl)cc1)C(=O)NNC(=O)COc1cccc(Br)c1	.	-1	5	.	.	-1	5	3	.
C/C(CC(=O)Nc1ccc(C)cc1C)=N\NC(=O)C(C)C	2	2	6	1	8	9	-2	3	-2
CCCCNC(=O)N(C)c1nc2ccccc2s1	-5	4	0	-5	-3	1	7	1	-3
COc1ccc(CCNC(=O)CN2CCN(c3cccc(C(F)(F)F)c3)CC2)cc1	-1	7	4	-2	8	7	-8	0	0
CC(C)N(C(=O)Cn1c(=O)oc2ccccc21)c1ccccc1	0	-1	4	0	2	-5	4	5	-2
O=C(O)CCn1[nH]c(=O)ccc1=O	4	9	-4	-4	5	-1	5	-5	2
Cc1ccc(NNC(=O)c2cc(C(C)(C)C)nn2Cc2ccccc2)cc1	5	12	3	1	7	6	5	-3	-1
CC(C)(CNC(=O)c1ccc(S(=O)(=O)Nc2ccccc2F)cc1)N1CCOCC1	3	1	0	0	8	2	3	-1	-2
CC#C[C@@H](CC)c1ccc2ccn(C)c2c1	2	2	1	.	.	-1	3	-5	-9
Cc1nn(-c2ccc(F)cc2F)c(=O)c2noc(C)c12	0	-3	2	-1	7	-6	5	1	-9
O=C(COC(=O)c1cc(S(=O)(=O)N2CCOCC2)ccc1Cl)NCc1ccccc1	.	4	3	.	.	6	11	1	.
COc1cccc(CN(CC(=O)NC2CCCC2)C(=O)c2csnn2)c1	1	10	3	3	-1	4	-4	-1	0
CC1=C(C#N)C(C(F)(F)F)(C(F)(F)F)N=C(c2ccco2)N1	-1	-2	3	-3	0	-6	-3	3	-2
Cc1cc(C(=O)CSc2nnnn2-c2ccccc2)c(C)n1CCc1ccccc1	-1	3	1	-1	6	4	1	0	2
CC(C)(C)C(=O)OCc1nc(-c2ccc(O)c(O)c2)cs1	-5	.	.	-2	37*	27*	.	3	-7
CSc1ncccc1C(=O)NC1CC(C)(C)Cc2c1cnn2-c1ccccc1C (centres undefined)	-2	5	0	-3	2	4	-15	3	3
CCOC(=O)c1cccc(NC(=O)c2cncc(Br)c2)c1	-1	-2	4	-2	-5	1	7	-4	1
c1ccc2nc3c(nc2c1)OCC1CCCCN31 (centres undefined)	-1	10	4	-1	-2	-1	0	0	-2
COc1ccc(C2CC(=O)C=C(NC3CCCC3)C2)cc1 (centres undefined)	1	6	1	-4	6	-1	4	-2	6
